IEC-6 cytotox: cytotoxicity in IEC-6 intestinal epithelial cells, primary screen, cytotoxicity control for KLF5 inhibitor project, cell-based, luminescence; inhibition, % at 5 µM; actives 0.78% (n = 290,000); IEC-6 cytotoxicity, luminescence viability; AID 1825, 2009; in the data active means inhibition above about 22%;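 further: 0% = plate median of test compound wells and 100% = cytotoxic reference compound wells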
HSF1 inh: HSF1 inhibitors in luciferase reporter cells, primary screen, cell-based, NIH3T3, luminescence; NIH3T3-HGL HSE-luciferase, MG132-induced, luminescence 8 h; stronger effect = lower value; activity change, negative = inhibition, % at 7.5 µM (by protocol); actives 0.77% (n = 300,000); AID 2098, 2009;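 active means more than half of replicate wells show activity change below -50%, luminescence cut by over half; inconclusive means some wells, but at most half, below -50%; inactive means no replicate well below -50%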;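 further: luciferase reports HSF-1 transcriptional activity via heat shock element; 0% = median of DMSO wells and -100% = zero luminescence signal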
HIF act: HIF pathway transcriptional activators, primary screen, cell-based, U2OS HRE-luciferase, luminescence; U2OS HRE-luciferase reporter; normalized: DMSO 0%, desferrioxamine 100%; activation, % at 7.5 µM (by protocol); actives 0.32% (n = 300,000);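 active means mean activation of at least 10% of the iron chelator positive control signal, with at least half of replicates also reaching 10%; inconclusive means mean and replicate majority disagree about reaching 10%; inactive means mean and most replicates under 10%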
SKKanGAS inh: S. pyogenes SKKanGAS growth inhibitors in kanamycin, primary screen, streptokinase expression inhibitor project, SKKanGAS strain, BacTiter-Glo luminescence; inhibition, % at 7.5 µM; AID 1662, 2009; actives 1.3% (n = 300,000); 6 h;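 active means mean replicate score, as percent of positive control median, at least 50; inconclusive means mean below 50 but one replicate at or above 50; inactive means mean and every replicate below 50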;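 further: strain carries kanamycin resistance gene driven by streptokinase promoter and grows in 40 µg/ml kanamycin; loss of luminescence reflects streptokinase promoter inhibition or plain growth inhibition; 0% = median of DMSO wells and 100% = positive control at its reference dose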
AI-2 QS mod: Vibrio harveyi AI-2 quorum sensing modulators, primary screen, JMH597 strain, luminescence/OD600 ratio; Vibrio harveyi JMH597 AI-2 luminescence/OD600 ratio, 9 h; stronger effect = lower value; strain lacks LuxN and CqsS sensors; 0 = neutral-control median; activity change, % at 7.5 µM; actives 0.4% (n = 300,000); in the data active means activity change below about -75%, passing the limit was not always enough; inconclusive means no clear call, values can overlap the other calls;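 further: luminescence divided by OD600 gain over 9 h not by final OD600 alone; inactives centre near 13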
KLF5 inh: KLF5 expression inhibitors, primary screen, DLD-1 cells, luminescence; DLD-1 KLF5 promoter-luciferase reporter; actives 0.23% (n = 290,000); AID 1700, 2009; inhibition, % at 5 µM;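 active means inhibition above a per-plate limit of that plate's mean compound inhibition plus 3 SD, cut at about 60% in these data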;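 further: 0% = DMSO wells and 100% = LY294002 at 200 µM; higher means less KLF5 promoter-driven luciferase light; inactives centre near -14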
Platelet DG rel: inhibitors of platelet dense granule secretion, primary screen, cell-based, MLPCN, human platelets. actives 0.22% (n = 300,000). human platelet-rich plasma, SFLLRN dense granule ATP release, luminescence. AID 1663, 2009. inhibition, %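 (compounds screened at 7.5 µM in platelet-rich plasma)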;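 active means mean replicate score, as percent of positive control, at or above 50; inconclusive means mean below 50 but at least one replicate at or above 50; inactive means mean and every replicate below 50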
HSF-1 act: HSF-1 activators, primary screen, NIH3T3-HGL cells, MG132 stress, luminescence, single point | NIH3T3-HGL HSF-1 luciferase reporter, 8 h; 100% = twice DMSO control signal | actives 1.7% (n = 300,000) | activation, % at 9 µM | AID 504408, 2011;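 active means mean replicate activation of at least 50% with a set share of replicates each reaching 50%; inconclusive means only one of those two conditions met; inactive means mean below 50% and too few replicates reaching it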;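 further: 0% = median of the neutral control wells and 100% = twice that signal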
HSP90 inh: HSP90 inhibitors, primary screen, cell lysate, luminescence. Heat shock protein HSP 90 (rabbit reticulocyte lysate; luciferase refolding). Rabbit reticulocyte lysate, luciferase refolding luminescence, 3 h. inhibition, % at 5.6 µM. actives 0.91% (n = 290,000). AID 1789, 2009;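 active means inhibition above the screen-wide mean plus 3 SD, computed separately per campaign, cut at about 16% in these data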;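 further: 0% = DMSO wells and 100% = 60 µM geldanamycin wells; inhibitors lower the luminescence because luciferase stays unfolded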
aSyn 5UTR inh: MLPCN primary screen, SNCA 5' untranslated region; alpha-synuclein 5'UTR reporter, inhibitor activity; actives 0.82% (n = 300,000); AID 1813, 2009; inhibition, % (tested at 7.5 µM); in the data active means inhibition above about 60%; inconclusive means no clear call, values can overlap the other calls;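 further: H4 neuroglioblastoma cells stably carrying SNCA 5'UTR luciferase fusion; 0% = DMSO wells and 100% = positive control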
Starred values were filed as active, the others as inactive.

Screening Cc1ccc(NC(=O)Nc2nnc(-c3ccccc3F)s2)cc1 returned IEC-6 cytotox -2, HSF1 inh 6, HIF act 0.6, SKKanGAS inh -1, AI-2 QS mod -6, KLF5 inh -17, Platelet DG rel 4, HSF-1 act -1, HSP90 inh -2 and aSyn 5UTR inh -85.
CCC(CC)NC(=O)c1cccc(Br)c1 was read as IEC-6 cytotox 2, HSF1 inh -6, HIF act -0.5, SKKanGAS inh 3, AI-2 QS mod 38, KLF5 inh -14, Platelet DG rel 4, HSF-1 act 7, HSP90 inh -6 and aSyn 5UTR inh -12.
O=C(NC1CCCCCC1)C1c2ccccc2C(=O)N1Cc1ccco1 (stereo not given) was read as IEC-6 cytotox -1, HSF1 inh 0, HIF act 0.0, SKKanGAS inh -1, AI-2 QS mod 14, KLF5 inh -19, Platelet DG rel -2, HSF-1 act 17, HSP90 inh 0 and aSyn 5UTR inh 8.
Screening CSc1nsc(SCC(=O)Nc2ccc(F)cc2)n1 returned IEC-6 cytotox -3, HSF1 inh 4, HIF act 1.5, SKKanGAS inh -6, AI-2 QS mod 23, KLF5 inh 3, Platelet DG rel 13, HSF-1 act 0, HSP90 inh 0 and aSyn 5UTR inh -15.
For Cc1ccc(NC(=O)c2ccc(Oc3ncccn3)cc2)cc1 the results were IEC-6 cytotox -2, HSF1 inh 20, HIF act 2.4, SKKanGAS inh 1, AI-2 QS mod 15, KLF5 inh -54, Platelet DG rel 2, HSF-1 act 24, HSP90 inh -7 and aSyn 5UTR inh -124.
C/C(=C1/SC(=S)N(CCC(=O)O)C1=O)c1ccc(O)cc1 was read as IEC-6 cytotox 3, HSF1 inh -11, HIF act -0.2, SKKanGAS inh 3, AI-2 QS mod 31, KLF5 inh -2, Platelet DG rel inconclusive, HSF-1 act 5, HSP90 inh 2 and aSyn 5UTR inh 4.
`O=C(CCSCc1cccc(Cl)c1)NCCc1ccccc1` gave IEC-6 cytotox -7, HSF1 inh 7, HIF act -0.3, SKKanGAS inh -10, AI-2 QS mod -4, KLF5 inh -7, Platelet DG rel 7, HSF-1 act 4, HSP90 inh -3 and aSyn 5UTR inh 12.
For Cc1cccc(N(C)S(=O)(=O)c2cc3c(cc2C)n(C)c(=O)c(=O)n3C)c1 the results were IEC-6 cytotox 2, HSF1 inh 1, HIF act 0.2, SKKanGAS inh -8, AI-2 QS mod 14, KLF5 inh -12, Platelet DG rel 20, HSF-1 act 11, HSP90 inh -6 and aSyn 5UTR inh 23.
Screening COc1ccc(S(=O)(=O)N(CC(=O)Nc2ccc(S(=O)(=O)N3CCOCC3)cc2)c2ccccc2)cc1 returned IEC-6 cytotox -5, HSF1 inh -8, HIF act -0.4, SKKanGAS inh -12, AI-2 QS mod -2, KLF5 inh -1, Platelet DG rel -10, HSF-1 act 2, HSP90 inh 2 and aSyn 5UTR inh 33.
CN1CCN(Cc2nc3ccccc3c(=O)n2Cc2nc(-c3ccc4ccccc4c3)cs2)CC1 was read as IEC-6 cytotox 20, HSF1 inh 0, HIF act -3.0, SKKanGAS inh 12, AI-2 QS mod 8, KLF5 inh -19, Platelet DG rel -7, HSF-1 act 12, HSP90 inh 3 and aSyn 5UTR inh 23.
O=C1CC(N2CCN(c3ccccc3)CC2)C(=O)N1CCc1ccccc1 (stereo not given) was read as IEC-6 cytotox 0, HSF1 inh -2, HIF act 0.0, SKKanGAS inh -12, AI-2 QS mod 11, KLF5 inh -37, Platelet DG rel -8, HSF-1 act 1, HSP90 inh 2 and aSyn 5UTR inh 5.
`O=C(CSc1cccc[n+]1[O-])NN(c1ccccc1)c1ccccc1` gave IEC-6 cytotox -1, HSF1 inh 4, HIF act 0.1, SKKanGAS inh 1, AI-2 QS mod 32, KLF5 inh -11, Platelet DG rel 7, HSF-1 act 0, HSP90 inh -1 and aSyn 5UTR inh -20.
CCOC(=O)C1CCCN(C(=O)C2CCN(S(=O)(=O)N3CCC4(CC3)OCCO4)CC2)C1 (stereo not given) was read as IEC-6 cytotox 2, HSF1 inh 2, SKKanGAS inh -4, AI-2 QS mod 1, KLF5 inh -18, Platelet DG rel 6, HSF-1 act -11, HSP90 inh 4 and aSyn 5UTR inh -2.
For CN=C1SC(CC(=O)Nc2sc3c(c2C#N)CCCC3)C(=O)N1C (stereo not given) the results were IEC-6 cytotox 8, HSF1 inh 13, HIF act -0.2, SKKanGAS inh 2, AI-2 QS mod 30, KLF5 inh -18, Platelet DG rel -19, HSF-1 act 28, HSP90 inh 2 and aSyn 5UTR inh 4.
`Cc1ccc(S(=O)(=O)N(C)C)cc1NC(=O)CSc1ccc2c(c1)OCCO2` gave HSF1 inh -1, HIF act 0.2, SKKanGAS inh -5, AI-2 QS mod 17, Platelet DG rel 9, HSF-1 act -12 and aSyn 5UTR inh -6.
Screening Clc1ccccc1CSc1ncccn1 returned IEC-6 cytotox 7, HSF1 inh 7, HIF act 0.9, SKKanGAS inh -4, AI-2 QS mod 12, KLF5 inh -4, Platelet DG rel 7, HSF-1 act 7, HSP90 inh 4 and aSyn 5UTR inh -12.
Screening Cc1nnc(SCC(=O)Nc2cccc(N)c2)n1-c1ccccc1 returned IEC-6 cytotox -5, HSF1 inh -1, HIF act 0.6, SKKanGAS inh 8, AI-2 QS mod 27, KLF5 inh -4, Platelet DG rel -2, HSF-1 act 16, HSP90 inh -2 and aSyn 5UTR inh 0.
Screening COc1ccc(-c2csc(N(CC(C)C)C(=O)c3ccco3)n2)cc1 returned IEC-6 cytotox 7, HSF1 inh 2, HIF act 2.0, SKKanGAS inh 1, AI-2 QS mod 1, KLF5 inh -23, Platelet DG rel 4, HSF-1 act -7, HSP90 inh 4 and aSyn 5UTR inh -11.
CCOC(=O)c1nn(-c2ccc(F)cc2)c(C)c1C(C)=O was read as IEC-6 cytotox -3, HSF1 inh 5, HIF act -0.1, SKKanGAS inh 2, AI-2 QS mod 16, KLF5 inh -37, Platelet DG rel 2, HSF-1 act 12, HSP90 inh 1 and aSyn 5UTR inh 7.
Screening COc1ccc(CC(=O)NC2=NCCS2)cc1 returned IEC-6 cytotox -4, HSF1 inh -3, HIF act -0.1, SKKanGAS inh 5, AI-2 QS mod 8, KLF5 inh -3, HSF-1 act -15, HSP90 inh 2 and aSyn 5UTR inh 9.
Screening COc1ccc(Cl)cc1N(CC(=O)NCC(C)C)S(=O)(=O)c1ccc(C)c([N+](=O)[O-])c1 returned IEC-6 cytotox -6, HSF1 inh -4, HIF act -0.2, SKKanGAS inh 0, AI-2 QS mod 9, KLF5 inh -1, Platelet DG rel -12, HSF-1 act -12, HSP90 inh 1 and aSyn 5UTR inh 6.
Screening COc1ccc(C(CC(=O)N2CCOCC2)c2c(OC)cc(OC)c3ccc(=O)oc23)cc1 (stereo not given) returned HSF1 inh -9, HIF act -0.4, SKKanGAS inh -1, AI-2 QS mod 8, Platelet DG rel 5, HSF-1 act -12 and aSyn 5UTR inh 15.
Screening COc1ccc(N2CCN(C(=O)Cc3ccc(Br)cc3)CC2)cc1 returned IEC-6 cytotox 1, HSF1 inh 6, HIF act 0.0, SKKanGAS inh 3, AI-2 QS mod 11, KLF5 inh -13, Platelet DG rel -2, HSF-1 act 28, HSP90 inh 1 and aSyn 5UTR inh 18.
`COc1ccccc1N1C(=O)[C@@H]2[C@H](C1=O)[C@H](C(=O)c1ccc(OC(C)=O)cc1)N1N=CC=C[C@@H]21` gave IEC-6 cytotox 6, HSF1 inh -2, HIF act -0.9, SKKanGAS inh 8, AI-2 QS mod 5, KLF5 inh -11, Platelet DG rel 15, HSF-1 act 6, HSP90 inh 4 and aSyn 5UTR inh 0.
CSc1nc2ccccc2n1CC(=O)Nc1ccccc1 was read as IEC-6 cytotox 4, HSF1 inh -2, HIF act 0.0, SKKanGAS inh 11, AI-2 QS mod 23, KLF5 inh -17, Platelet DG rel -62, HSF-1 act 17, HSP90 inh 5 and aSyn 5UTR inh -2.
For CCN(CC)S(=O)(=O)c1ccc(N2CCOCC2)c(NC(=O)c2cccc3ccccc23)c1 the results were IEC-6 cytotox 0, HSF1 inh 3, HIF act 46*, SKKanGAS inh 3, AI-2 QS mod -4, KLF5 inh -6, Platelet DG rel 1, HSF-1 act -2, HSP90 inh -1 and aSyn 5UTR inh 1.
Screening Cc1ccc(CNC(=O)CCS(=O)(=O)c2cc3c(cc2Cl)NC(=O)CO3)o1 returned IEC-6 cytotox -1, HSF1 inh -5, HIF act 0.9, SKKanGAS inh 5, AI-2 QS mod 25, KLF5 inh 16, Platelet DG rel 3, HSF-1 act -8, HSP90 inh -1 and aSyn 5UTR inh -17.
For CCOc1cc(C(=O)Nc2ccc(S(=O)(=O)NC3=NCCCCC3)cc2)cc(OCC)c1OCC the results were IEC-6 cytotox -4, HSF1 inh 3, HIF act 0.3, SKKanGAS inh -2, AI-2 QS mod 18, KLF5 inh -20, Platelet DG rel 8, HSF-1 act 6, HSP90 inh -3 and aSyn 5UTR inh 9.
`COc1ccc(/C=C/C(=O)Nc2cccnc2Cl)cc1` gave IEC-6 cytotox 4, HSF1 inh 14, HIF act 0.5, SKKanGAS inh 5, AI-2 QS mod 13, KLF5 inh -99, Platelet DG rel 40, HSF-1 act 18, HSP90 inh 0 and aSyn 5UTR inh -224.
CC(C)/C=C(/C(=O)c1ccc(Cl)cc1Cl)n1cncn1 was read as IEC-6 cytotox -7, HSF1 inh 13, HIF act 0.0, SKKanGAS inh 7, AI-2 QS mod 20, KLF5 inh -31, Platelet DG rel 1, HSF-1 act 31, HSP90 inh -2 and aSyn 5UTR inh -49.
For CCOc1ccc(NC(=S)N(CCN2CCOCC2)Cc2ccc3c(c2)CCCN3CC)cc1 the results were IEC-6 cytotox 6, HSF1 inh 0, HIF act 0.1, SKKanGAS inh -6, AI-2 QS mod 16, KLF5 inh -13, Platelet DG rel -1, HSF-1 act -15, HSP90 inh -5 and aSyn 5UTR inh -1.
For CC(C)C[C@H](NC(=O)c1[nH]cnc1C(=O)Nc1ccc(CNC(=O)OC(C)(C)C)cc1)C(=O)OC(C)(C)C the results were HSF1 inh -13, HIF act 1.0, SKKanGAS inh 39, AI-2 QS mod 12, Platelet DG rel -2, HSF-1 act -15 and aSyn 5UTR inh 31.
For CC1Sc2ccc(S(=O)(=O)N3CCC(C(=O)NCC(C)c4ccccc4)CC3)cc2NC1=O (stereo not given) the results were IEC-6 cytotox 9, HSF1 inh -5, HIF act -0.6, SKKanGAS inh -3, AI-2 QS mod -3, KLF5 inh -5, Platelet DG rel 18, HSF-1 act 1, HSP90 inh 1 and aSyn 5UTR inh 13.

Source: PubChem BioAssay
